Myeloid diff 2 – myeloid differentiation induction; ER-HoxA9 myeloid progenitors, lysozyme-GFP differentiation, flow cytometry; calls only at 10 µM; 360,000 tested, 1% active;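 active = normalized GFP-positive differentiation at or above the plate's own cutoff, the solvent-only control mean plus 3 SD; inconclusive = no clear call, values can overlap the other calls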;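 also: cells exposed to compound for four days before flow analysis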
Rac1 GTP hydrolysis – MgcRacGAP GTPase-activating activity inhibitors, confirmation, biochemical, ADP Hunter fluorescence; MgcRacGAP-stimulated Rac1 GTP hydrolysis, ADP Hunter fluorescence; higher % means a stronger effect; GST-tagged Rac1 F28L mutant substrate; inhibition, % at 30 µM; hits with a dose series show IC50 in µM; AID 624330; 340,000 tested, 0.6% active;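 active = first-screen hits whose inhibition reached a set limit at any dose in the follow-up dose series; inconclusive = inhibition above the set first-screen limit but never retested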;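 also: fluorescence reports GDP produced by GAP-driven GTP hydrolysis; strong numbers were not always called active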
RSV antiviral HEp-2 – RSV antiviral activity via CPE protection, HEp-2 cells, primary 10 µM value included (AID 2391); HEp-2 cells, RSV-induced CPE inhibition; higher % means a stronger effect; 310,000 tested, 0.13% active; CPE inhibition, % at 10 µM, or IC50 in µM where a hit was titrated; in the data active = a potency from the dose series; inconclusive = CPE inhibition mostly from about 23% at the one dose, without a potency; inactive = the rest, 99 in 100 with CPE inhibition below about 21%; also: strong numbers were not always called active
T cell modulator – T cell immune modulation candidate. AID 2052. 2C CD8+ T cell-vesicle binding, flow cytometry; hits give low values. 330,000 tested, 0.068% active. calls only at 7 µM;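 active = response, share of CD8 T cells binding vesicles, and their 90th percentile fluorescence all below set limits, cut at about 80% in these data, passing the limit was not always enough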
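Also added: QL9-peptide-loaded Drosophila micro-vesicles bearing Ld, ICAM-1 and B7-1; Test system: purified 2C TCR transgenic mouse naive CD8+ T cells; Measured by: cytometric PE anti-B7-1 and Alexa647 anti-CD8 signals after 1% paraformaldehyde fixation; Timing: binding step 1.5 h, 37 °C, antibody labelling 20 min, ice.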
Large T inhibition – SV40 large T antigen inhibitors, biochemical (AID 1903) | SV40 large T antigen ATPase/helicase inhibition assay; higher % means a stronger effect | inhibition, % at 20 µM; hits with a dose series show IC50 in µM | 310,000 tested, 0.39% active; in the data active = a potency from the dose series; inconclusive = inhibition mostly from about 32% at the one dose, without a potency; inactive = the rest, 99 in 100 with inhibition below about 32%; also: strong numbers were not always called active
West Nile virus CPE – inhibition of WNV-induced cytopathic effect – cell-based, CPE readout (AID 1621); CPE inhibition, % at 10 µM, or IC50 in µM where a hit was titrated; 290,000 tested, 0.02% active; West Nile virus-infected cells, CPE inhibition; higher % means a stronger effect; in the data active = a potency from the dose series; inconclusive = CPE inhibition mostly from about 3.7% at the one dose, without a potency; inactive = the rest, 99 in 100 with CPE inhibition below about 2.2%; also: strong numbers were not always called active
b-catenin transl – alters nuclear translocation of beta-catenin in HeLa cells | AID 1665 | nuclear translocation activity, % at 5 µM | 190,000 tested, 0.3% active | immunofluorescence imaging;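 active = nuclear translocation activity above 50% at 5 µM, with a well cell count of 50 or more; inconclusive = wells under 50 cells across six images, flagged as toxic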;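 also: per-cell ratio of nuclear to cytoplasmic median beta-catenin stain intensity; plate controls were DMSO negative control for no effect and GSK-3 inhibitor IX positive control for full effect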
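assay system = human HeLa cells, endogenous beta-catenin | times = compound treatment 24 h, 37°C, 5% CO2 | detection = Anti-beta-catenin immunofluorescence on PFA-fixed, Triton-permeabilized cells, DAPI nuclei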
PhoP inhibition – PhoP-dependent GFP reporter repression – Salmonella Typhimurium, primary screen (AID 1863); S. Typhimurium PhoP-regulated promoter GFP reporter, 4 h; higher % means a stronger effect; one-dose inhibition, % at 50 µM; IC50 in µM for titrated hits; 300,000 tested, 0.16% active;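 active = inhibition over 29.93%, a cutoff 3 SD above the screen mean, later confirmed by dose response; inconclusive = inhibition over 29.93% but no dose response follow-up; inactive = inhibition at most 29.93% or unconfirmed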;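 also: 0% = low Mg2+ inducing control and 100% = high Mg2+ repressing control; strong numbers were not always called active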
WT yeast gro inh – growth inhibition of WT yeast, mitochondrial fusion screen. mitochondrial fusion phenotypic screen, WT strain. inhibition, % at 10 µM. 190,000 tested, 2.1% active. AID 1362; in the data active = inhibition above about 58%; tested in S. cerevisiae
WT yeast gro inh mutant strain – recorded beside WT yeast gro inh, whose call it bears; inhibition, %; mitochondrial fusion phenotypic screen, mutant strain inhibition
b-catenin transl cell count 5 µM – further read-out of b-catenin transl, marked with its call; cell count; measured here: cell count, cytotoxicity flag
T cell modulator vesicle-bound % – second read-out of T cell modulator, no call of its own (marks repeat the call); double positive events, %; measured here: CD8+ vesicle-bound cell fraction;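 binding gate set so that unloaded-vesicle control wells show 10% double positive cells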
Myeloid diff 2 GFP+ MAC1+ % – recorded beside Myeloid diff 2, whose call it bears; GFP+ MAC1+ double positive, %; measured here: differentiation confirmed by MAC1 staining
Numbers without * were called inactive; i = inactive; ? = inconclusive; nt = no result given.

SMILES	Myeloid diff 2	Myeloid diff 2 GFP+ MAC1+ %	Rac1 GTP hydrolysis	RSV antiviral HEp-2	T cell modulator	T cell modulator vesicle-bound %	Large T inhibition	West Nile virus CPE	b-catenin transl	b-catenin transl cell count 5 µM	PhoP inhibition	WT yeast gro inh	WT yeast gro inh mutant strain
COC(=O)c1nc(-c2ccccc2)nc(-c2ccccc2)c1C(=O)OC	i	0.8	nt	4.2%	i	20.1	11.2%	nt	nt	nt	nt	nt	nt
Cc1ccc(NC(=O)C2CCCN(S(=O)(=O)c3c(C)noc3C)C2)c(C)c1 (stereo unspecified)	i	0.6	0.1%	3.7%	i	38.6	-0.4%	-0.9%	-2.2	1414	-4.5%	5.1	7.0
O=C(CCNC(=O)c1ccccc1Cl)Nc1ccc(Br)c(C(F)(F)F)c1	i	0.4	8.2%	10.9%	i	56.4	3.0%	-2.3%	2.3	985	18.7%	19.2	-10.0
Cc1ccc(Cl)c(NC(=S)N(CCCN2CCOCC2)Cc2ccco2)c1	i	3.4	5.7%	2.5%	i	9.9	-0.9%	-0.7%	0.5	1367	-2.2%	-4.8	-2.1
FC(F)(F)c1nc(NCC2CCCO2)c2nnn(Cc3ccccc3Cl)c2n1 (stereo unspecified)	i	1.4	4.0%	0.7%	i	41.0	10.4%	0.3%	-1.9	1099	2.5%	16.7	10.1
Cc1ccc(S(=O)(=O)N/N=C/c2ccc(OCC(=O)NC(C)C)cc2)cc1	i	0.7	15.8%	0.8%	i	52.1	nt	0.3%	nt	nt	nt	nt	nt
COc1ccc(OC)c(NC(=O)c2cc3ccccc3o2)c1	i	0.5	3.4%	0.9%	i	7.0	1.6%	0.2%	nt	nt	-4.7%	-4.9	-0.3
COc1ccc(OC)c(S(=O)(=O)N2CCN(CC(O)COc3ccc(C#N)cc3)CC2)c1 (stereo unspecified)	i	1.3	-1.9%	21.2%	i	9.7	4.2%	-1.4%	nt	nt	-2.5%	nt	nt
O=C(NCCc1ccco1)C(=O)NCC1OCCCN1S(=O)(=O)c1ccccc1 (stereo unspecified)	i	0.7	9.0%	1.4%	i	5.7	16.2%	-0.7%	nt	nt	-8.8%	nt	nt
Cn1c(=O)c2sccc2n(Cc2cccc(Br)c2)c1=O	i	0.3	0.4%	4.2%	i	32.6	2.0%	-1.0%	nt	nt	8.6%	nt	nt
Cc1nn(-c2ccccc2)c(OC(=O)c2cccs2)c1S(=O)(=O)c1ccccc1	i	1.0	-4.5%	1.2%	i	38.3	7.2%	0.5%	-1.0	1338	-10.9%	-0.4	1.1
Cc1ccc(CCNC(=O)C2CCN(S(=O)(=O)c3c(C)nn(C)c3C)CC2)cc1	i	0.3	7.0%	0.4%	i	52.0	0.9%	-0.2%	6.3	950	3.2%	-0.1	2.6
Fc1cccc2sc(Nc3nc4ccccc4s3)nc12	i	0.5	14.9%	8.3%	i	25.4	4.6%	-0.9%	-0.4	480	-14.1%	53.9	52.6
O=C(O)c1ccccc1SCC(=O)N1c2ccccc2Sc2ccccc21	i	0.7	16.2%	2.1%	i	44.6	16.2%	0.4%	-2.2	1092	-2.9%	-13.8	-16.9
COc1ccc(OC)c(C(c2nnnn2Cc2ccco2)N2CCN(C)CC2)c1 (stereo unspecified)	i	0.6	7.2%	0.3%	i	35.4	nt	0.0%	1.9	941	nt	0.6	-5.8

Next section, starting with the last two of the part before.
SMILES	Myeloid diff 2	Myeloid diff 2 GFP+ MAC1+ %	Rac1 GTP hydrolysis	RSV antiviral HEp-2	T cell modulator	T cell modulator vesicle-bound %	Large T inhibition	West Nile virus CPE	b-catenin transl	b-catenin transl cell count 5 µM	PhoP inhibition	WT yeast gro inh	WT yeast gro inh mutant strain
O=C(O)c1ccccc1SCC(=O)N1c2ccccc2Sc2ccccc21	i	0.7	16.2%	2.1%	i	44.6	16.2%	0.4%	-2.2	1092	-2.9%	-13.8	-16.9
COc1ccc(OC)c(C(c2nnnn2Cc2ccco2)N2CCN(C)CC2)c1 (stereo unspecified)	i	0.6	7.2%	0.3%	i	35.4	nt	0.0%	1.9	941	nt	0.6	-5.8
O=C(N/N=C/c1cn(-c2ccccc2)nc1-c1cc2ccccc2o1)c1cccnc1	i	0.4	10.2%	16.3%	i	56.0	16.4%	-0.3%	3.7	842	-6.4%	44.0	24.2
COc1ccccc1CCNC(=O)CCNS(=O)(=O)c1ccc(NC(C)=O)cc1	i	0.8	5.9%	1.5%	i	23.0	nt	nt	nt	nt	nt	nt	nt
COc1cccc(CNc2ccc3c(c2)ncn3C)c1OC	i	0.6	99.4µM*	-0.5%	i	17.1	23.7%	1.1%	nt	nt	-2.9%	nt	nt
CN(C)S(=O)(=O)c1ccc2c(c1)nc1n2CCC1	i	0.9	11.7%	0.5%	i	12.3	-6.1%	0.0%	-1.1	1212	-8.4%	-8.9	-14.4
CCCC(=O)NC(c1ccc(OC)cc1)c1c(O)ccc2ccccc12 (stereo unspecified)	i	0.4	6.0%	-0.8%	i	30.6	5.7%	1.4%	nt	nt	6.0%	nt	nt
O=C(C1=NN(c2ccccc2)C2C(=O)N(c3ccc(Cl)cc3)C(=O)C12)c1ccccc1 (stereo unspecified)	i	0.1	7.9%	0.2%	i	23.7	-8.8%	-0.2%	-0.8	1143	-67.3%	20.2	8.5
CCN(CC)CCCN1C(=O)C(=O)/C(=C(/O)c2cc(C)ccc2C)C1c1cccnc1 (stereo unspecified)	i	1.0	5.0%	-0.1%	i	56.9	9.0%	-0.1%	-6.0	1025	-1.4%	8.1	-15.1
COc1cc(C)ccc1OCc1cc(C(=O)N(Cc2nccn2C)C(C)C)no1	i	2.2	7.9%	-1.5%	i	10.1	nt	-0.6%	nt	nt	-0.9%	nt	nt
O=Cc1cn(CC(=O)N2CCOCC2)c2ccccc12	i	5.3	17.2%	-0.2%	i	34.6	-1.6%	0.0%	-2.1	1214	2.4%	7.3	9.8
Cc1cc(=O)[nH]c(N/N=C/c2ccc(Cl)cc2Cl)n1	i	0.4	3.0%	0.8%	i	39.0	7.4%	-0.9%	nt	nt	-4.2%	nt	nt
COC(=O)c1sc(NC(=O)c2c(-c3ccccc3)noc2C)nc1C	i	1.6	2.0%	1.2%	i	26.3	10.2%	-0.3%	nt	nt	-5.2%	nt	nt
COc1ccc(NC(=O)c2ccc(COCC(F)(F)C(F)F)cc2)cc1	i	0.6	0.5%	14.0%	i	51.1	-1.3%	0.1%	-0.8	1047	1.5%	-5.8	-5.1
COCCNCC(O)CON=C1c2ccccc2-c2ccccc21 (stereo unspecified)	i	1.8	-4.1%	?	i	20.1	5.2%	-0.7%	-1.0	1074	-2.3%	12.1	18.0
Cc1ccc(-c2ocnc2C(=O)N2CCN(C(=O)c3cccs3)CC2)cc1	i	0.8	3.2%	1.5%	i	42.0	-6.3%	-1.1%	nt	nt	4.4%	nt	nt
CCn1c(SCC(=O)NCCc2ccc(Cl)cc2)nnc1-c1cccs1	i	1.1	5.4%	2.9%	i	51.7	2.5%	-0.6%	nt	nt	-12.2%	11.6	7.6
CCOC(=O)CNS(=O)(=O)Cc1ccccc1	i	2.2	3.9%	0.8%	i	13.5	nt	nt	nt	nt	nt	nt	nt
CC(C)COP(=O)(c1ccc(N(C)C)cc1)C(O)c1ccccc1 (stereo unspecified)	i	0.2	4.8%	-0.4%	i	18.2	9.8%	-1.0%	nt	nt	nt	nt	nt
Cc1ccc(OCCOc2cccc(Br)c2)c([N+](=O)[O-])n1	i	0.4	6.1%	15.2%	i	7.5	-6.5%	-1.7%	nt	nt	22.9%	0.0	16.3
O=C1CCCN1S(=O)(=O)c1ccccc1	i	0.2	1.5%	3.5%	i	53.6	10.3%	0.9%	1.0	992	-2.0%	8.1	6.7
O=C(NCCN1C(=O)S/C(=C\c2cccnc2)C1=O)c1ccc([N+](=O)[O-])s1	i	1.5	9.1%	2.6%	i	21.1	15.9%	nt	nt	nt	-3.6%	nt	nt
COC(=O)c1[nH]c2cc(OC)ccc2c1NC(=O)CCN1CCN(Cc2ccc3c(c2)OCO3)CC1	i	0.8	3.8%	nt	nt	nt	1.3%	-1.9%	-1.9	1151	6.3%	0.8	-9.8
O=C(N/N=C/C(Br)=C/c1ccccc1)NC1CCCCC1	i	0.5	3.0%	20.1%	i	46.3	11.5%	-1.2%	4.7	1057	6.7%	89.8*	86.0*
Cc1ccccc1C(=O)N(Cc1cccs1)C1CCS(=O)(=O)C1 (stereo unspecified)	i	0.5	6.1%	2.0%	i	21.0	9.9%	-0.7%	nt	nt	-2.7%	nt	nt
CCOc1ccc(NC(=O)c2cc(=O)[nH]c3ccccc23)cc1	i	0.4	8.8%	2.1%	i	60.0	10.2%	0.0%	nt	nt	5.0%	nt	nt
Fc1ccc(N2CCN(c3nnnn3-c3ccccc3)CC2)cc1	i	0.8	6.7%	3.0%	i	15.5	8.4%	-0.4%	0.4	1074	7.6%	29.0	11.2
Cc1ccc(Nc2nc(NCC3CCCO3)nc(N)c2[N+](=O)[O-])cc1C (stereo unspecified)	i	0.2	5.4%	3.5%	i	42.1	8.8%	-0.3%	2.8	498	-12.4%	-2.2	3.5
CC(C)c1cccc(C(C)C)c1OCCCCCN1CCOCC1	i	0.4	nt	2.7%	i	27.4	10.4%	nt	nt	nt	nt	nt	nt

Quoted at random: three compounds from above
SMILES	Myeloid diff 2	Myeloid diff 2 GFP+ MAC1+ %	Rac1 GTP hydrolysis	RSV antiviral HEp-2	T cell modulator	T cell modulator vesicle-bound %	Large T inhibition	West Nile virus CPE	b-catenin transl	b-catenin transl cell count 5 µM	PhoP inhibition	WT yeast gro inh	WT yeast gro inh mutant strain
O=Cc1cn(CC(=O)N2CCOCC2)c2ccccc12	i	5.3	17.2%	-0.2%	i	34.6	-1.6%	0.0%	-2.1	1214	2.4%	7.3	9.8
CC(C)COP(=O)(c1ccc(N(C)C)cc1)C(O)c1ccccc1 (stereo unspecified)	i	0.2	4.8%	-0.4%	i	18.2	9.8%	-1.0%	nt	nt	nt	nt	nt
Fc1cccc2sc(Nc3nc4ccccc4s3)nc12	i	0.5	14.9%	8.3%	i	25.4	4.6%	-0.9%	-0.4	480	-14.1%	53.9	52.6

Screening results from PubChem.
